Bioassay records deposited in PubChem BioAssay by The Scripps Research Institute Molecular Screening Center.
TDP2 inh – TDP2 (human) inhibition, absorbance primary screen; AID 720702; inhibition, % at 12.8 µM; O95551; recombinant TDP2, T5PNP hydrolysis, p-nitrophenol absorbance 415 nm; actives 0.34% (n = 370,000);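 active = inhibition above the mean of all tested compounds plus 3 SD, set per campaign, cut at about 25% in these data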;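 note: 0% = DMSO with enzyme and 100% = buffer with substrate but no TDP2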
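Assay system: Recombinant human TDP2 | Quantity: 120 nM TDP2 per well | Incubation: 2 h at 37 °C | Signal: Epi absorbance | Evaluation: Percent inhibition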
DDE Tn7 FP inh – inhibitors of Tn7 peptide binding to human fibrin DD(E) | P02675 | actives 0.13% (n = 370,000) | FP displacement of FITC-Tn7 peptide from fibrin DD(E); 0% = median of compound wells per plate | inhibition, % at 8.3 µM;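 active = inhibition above the mean of compounds falling within the control limits plus 3 SD of them, cut at about 14% in these data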;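 note: 0% = plate median of compound wells and 100% = 10 µM Aha-Tn7 peptide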
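Assay system: Human fibrin DD(E) protein | Medium: Tris buffer with calcium and detergent, pH 7.8 | Reagent: 0.1 µM fluorescent Tn7 | Compound dosing: Single point at 8.3 µM | Times: 10 min preincubation, 3 h with tracer, room temperature | Detection: Fluorescence polarization of the labelled Tn7 tracer | Controls: Aha-Tn7 high control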
PLCg1 inh – PLC-gamma1 (human) inhibition, primary screen; P19174; actives 0.84% (n = 370,000); purified PLC-gamma1, fluorogenic substrate, fluorescence; inhibition, % at 12.2 µM; in the data active = inhibition above about 9.5%
ADAM17 inh – ADAM17 inhibition, QFRET primary screen. actives 0.83% (n = 370,000). inhibition, % at 6.95 µM. P78536. recombinant ADAM17, EDANS/DABCYL FRET peptide cleavage;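 active = inhibition above the mean of compounds lying between control limits plus 3 SD, set per campaign, cut at about 8.5% in these data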;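 note: 0% = DMSO-only wells as the low control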
SIAE primary – blocks human sialic acid acetylesterase | AID 1053197 | actives 0.69% (n = 370,000) | SIAE FP-Rh probe binding, fluorescence polarization | inhibition, % at 9.66 µM | Q9HAT2;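 active = inhibition above a cutoff: mean of compounds within the control limits plus 3 SD of those, cut at about 17% in these data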;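 note: 0% = plate median of compound wells and 100% = probe without SIAE protein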
Target sequence (Q9HAT2 whole entry, looked up): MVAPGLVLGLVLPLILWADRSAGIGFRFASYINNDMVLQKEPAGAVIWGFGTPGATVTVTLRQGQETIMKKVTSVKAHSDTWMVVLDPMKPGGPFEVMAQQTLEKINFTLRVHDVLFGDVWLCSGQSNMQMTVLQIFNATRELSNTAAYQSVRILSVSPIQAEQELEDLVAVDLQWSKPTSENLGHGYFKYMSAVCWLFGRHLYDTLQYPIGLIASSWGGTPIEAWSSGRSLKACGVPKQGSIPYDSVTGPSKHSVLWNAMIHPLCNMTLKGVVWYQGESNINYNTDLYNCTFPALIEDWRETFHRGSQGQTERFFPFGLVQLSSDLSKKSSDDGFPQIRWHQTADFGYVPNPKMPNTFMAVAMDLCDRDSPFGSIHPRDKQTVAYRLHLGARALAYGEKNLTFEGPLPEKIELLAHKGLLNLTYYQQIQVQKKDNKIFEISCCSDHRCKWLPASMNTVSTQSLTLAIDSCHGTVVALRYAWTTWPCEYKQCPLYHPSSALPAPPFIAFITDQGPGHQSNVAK
PLC-beta3 inh – inhibitors of human phospholipase C beta3 | Q01970 | Purified PLC-beta3, fluorogenic substrate, fluorescence | inhibition, % at 12.2 µM | actives 0.18% (n = 370,000) | AID 720704; in the data active = inhibition above about 11%;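 note: 0% = median of compound wells on plate and 100% = full blocker control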
ASAP1 GAP inh – inhibitors of human ASAP1 ArfGAP activity; inhibition, % at 16.5 µM; actives 0.19% (n = 360,000); Q9ULH1; ASAP1-stimulated ARF1 GTP hydrolysis, GDP FP detection; in the data active = inhibition above about 25%;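 note: 0% = vehicle with enzyme and substrate and 100% = no enzyme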
ADAM10 inh – ADAM10 inhibition, QFRET primary screen; O14672; recombinant ADAM10, EDANS/DABCYL FRET peptide cleavage, 3 h; inhibition, % at 7 µM; actives 0.62% (n = 370,000); AID 720582;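 active = inhibition above a per-campaign cutoff equal to the mean of compounds falling between control-based bounds plus 3 SD, cut at about 20% in these data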;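 note: 0% = DMSO wells while the 100% control is not disclosed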
DDE Tn6 FP inh – disrupts Tn6 cyclic peptide binding to fibrin D-Dimer-E complex; AID 720509; inhibition, % at 8.3 µM; Fibrin DD(E) TRITC-Tn6 fluorescence polarization displacement; actives 0.21% (n = 370,000); P02675;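 active = inhibition above a per-campaign cutoff: mean of compounds within control limits plus 3 SD, cut at about 15% in these data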;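 note: 0% = median of all compound wells on the plate and 100% = blocking peptide control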
ARFGAP1 inhibitor – inhibits rat ARF GTPase activating protein 1. Q62848. Arfgap1-stimulated ARF1 GTP hydrolysis, GDP FP detection. inhibition, % at 16.5 µM. actives 0.26% (n = 360,000). AID 651572;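 active = inhibition above a per-plate limit, mean inhibition of low control wells plus 3 SD, cut at about 25% in these data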;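 note: 0% = DMSO wells with enzyme and 100% = wells lacking Arfgap1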
Target sequence (Q62848 1-136 limits assumed): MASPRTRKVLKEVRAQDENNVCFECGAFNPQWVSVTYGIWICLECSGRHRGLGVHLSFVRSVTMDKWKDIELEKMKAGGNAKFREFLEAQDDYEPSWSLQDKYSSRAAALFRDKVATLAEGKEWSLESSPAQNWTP
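Material: rat Arfgap1 GAP domain (His6, aa 1-136), purified enzyme. Also added: human ARF1(Δ1-17)-GTP substrate. Compound dosing: 16.5 µM single point, 1.26% DMSO. Timing: enzyme reaction 120 min at 25 °C after 20 min preincubation. Signal: GDP detection by fluorescence polarization. Read-out basis: percent inhibition of GAP-stimulated GDP formation, scaled between DMSO and no-Arfgap1 medians.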
Numbers without * were called inactive.

Labels used below – A = TDP2 inh; B = DDE Tn7 FP inh; C = PLCg1 inh; D = ADAM17 inh; E = SIAE primary; F = PLC-beta3 inh; G = ASAP1 GAP inh; H = ADAM10 inh; I = DDE Tn6 FP inh; J = ARFGAP1 inhibitor
1) COCCNC(=O)C(c1ccc(O)cc1)N(C(=O)CCC(=O)Nc1nccs1)c1ccc(C)cc1 (configuration not stated)
  A = -21 | B = -3 | C = 15* | D = 0 | E = 8 | F = 7 | G = -2 | H = 8 | I = 2 | J = 2
2) O=C(O)Cn1cnc2c(OCc3ccccc3)ncnc21
  A = 1 | B = 5 | C = 0 | D = -4 | E = 6 | F = 3 | G = -6 | H = -15 | I = 1 | J = -9
3) O=C(Cc1ccc(Br)cc1)N1CCCCCC1
  A = -5 | B = 4 | C = 1 | D = -4 | E = 2 | F = 2 | G = 0 | H = -1 | I = 6 | J = -12
4) C=CCn1c(SCC(=O)Nc2cccc(OC)c2)nnc1-c1cccnc1
  A = -1 | B = -6 | C = -2 | D = 0 | E = 0 | F = 2 | G = -3 | H = -6 | I = 4 | J = 0
5) COCCN(C(=O)CSc1nnc(-c2ccc(C(C)(C)C)cc2)n1N)c1c(N)n(CC(C)C)c(=O)[nH]c1=O
  A = -21 | B = -4 | C = 1 | D = -5 | E = 4 | F = -4 | G = -17 | H = -1 | I = 1 | J = 1
6) Cc1ccc(S(=O)(=O)NCc2ccc(C(=O)NCCCN3CCN(C)CC3)cc2)cc1
  A = 6 | B = 4 | C = 1 | D = -3 | E = 2 | F = -1 | G = 2 | H = 4 | I = -8 | J = 6
7) Cc1ccc2c(c1)S(=O)(=O)N(C)C(c1ccccc1)=C2
  A = -5 | B = -5 | C = 2 | D = -4 | E = 2 | F = 5 | G = 12 | H = 2 | I = -11 | J = 4
8) COc1ccc(CNC(=O)Nc2ccc([N+](=O)[O-])cc2)cc1
  A = -1 | B = 0 | C = 4 | D = 3 | E = -4 | F = 7 | G = -7 | H = 5 | I = 3 | J = 0
9) CC(=O)Nc1ccccc1NC(=O)C/C(C)=N/NC(=O)C(=O)Nc1cccc(Cl)c1C
  A = 0 | B = 4 | C = -3 | D = 0 | E = -2 | F = -9 | G = -1 | H = 2 | I = -7 | J = -8
10) COCC(=O)OCC(=O)c1cc(C)n(-c2ccc(Br)cc2)c1C
  A = 3 | B = 0 | C = 2 | D = -3 | E = -5 | F = 2 | G = 6 | H = -7 | I = 1 | J = 3
11) CCOCCCNC(=O)CNC(=S)N(Cc1ccc(C)cc1)Cc1ccco1
  A = -2 | B = -2 | C = -3 | D = -3 | E = 1 | F = 3 | G = 3 | H = -10 | I = -1 | J = 3
12) CN(C(=O)c1cc2nc(-c3ccco3)cc(C(F)(F)F)n2n1)C1CCCCC1
  A = -12 | B = -10 | C = -83 | D = -8 | E = 0 | F = -112 | G = -10 | H = -25 | I = -3 | J = -5
13) Cc1nc2ccc(NS(=O)(=O)c3ccc(F)c(F)c3)cc2s1
  A = 0 | B = 0 | C = -11 | D = -5 | E = 1 | F = -34 | G = 11 | H = -4 | I = 1 | J = 1
14) CC(=O)OC(CC(=O)O)C[N+](C)(C)C (configuration not stated)
  A = 8 | B = -2 | C = 1 | D = -6 | E = 7 | F = 5 | G = 10 | H = -5 | I = -1 | J = 3
15) COc1cc(NS(=O)(=O)c2ccc(NC(=O)/C=C/C(=O)O)cc2)nc(OC)n1
  A = -9 | B = -3 | C = -1 | D = 2 | E = 6 | F = -7 | G = 12 | H = 0 | I = 9 | J = 2
16) Cn1c(SCc2ccc(C#N)cc2)nnc1-c1cccc(Cl)c1
  A = -15 | B = 11 | C = 0 | D = 3 | E = -2 | F = 8 | G = -2 | H = 4 | I = 6 | J = -1
17) COc1ccc(C(C)=O)cc1Cn1c(C)c(C(=O)NCc2ccc(C(C)C)cc2)sc1=O
  A = -2 | B = -3 | C = -3 | D = 0 | E = -12 | F = -6 | G = 2 | H = -3 | I = 0 | J = -5
18) CCc1cc(-c2cnnn2Cc2ccc3ccccc3c2)ccc1-c1cn(CC(C)C)nn1
  A = -10 | B = -1 | C = -2 | D = 0 | E = -4 | F = -2 | G = 0 | H = -3 | I = 0 | J = 13
19) CC1CCN(C(=O)c2ccc(NC3=C(Cl)C(=O)N(Cc4ccccc4)C3=O)cc2)CC1
  A = 1 | B = -6 | C = -3 | D = -5 | E = -9 | F = 1 | G = -6 | H = -2 | I = -4 | J = 3
20) O=[n+]1cc(-c2ccc(Cl)cc2)n([O-])c2c1CCC2
  A = 16 | B = 3 | C = -2 | D = -1 | E = 0 | F = -3 | G = -5 | H = 0 | I = -6 | J = 8
21) C[C@@H]1CN(C(=O)c2cc(COc3cccc(C(F)(F)F)c3)on2)C[C@H](C)O1
  A = -6 | B = 3 | C = -3 | D = -2 | E = -1 | F = -4 | G = -13 | H = -4 | I = 7 | J = 3
22) O=C(Cn1c(SCC(=O)N2CCc3ccccc32)nc2ccccc21)NC1CCCC1
  A = 9 | B = -3 | C = 3 | D = -1 | E = 3 | F = 2 | G = 8 | H = 1 | I = -3 | J = -8
23) CC(C)=CCNc1ncnc2c1c(C#N)cn2C1OC(CO)C(O)C1O (configuration not stated)
  A = -5 | B = 1 | C = -2 | D = 3 | E = -1 | F = -1 | G = 13 | H = -10 | I = 6 | J = -10
24) COC(=O)c1c(NC(=O)C(C)C)sc2c1CCN(Cc1ccccc1)C2
  A = -7 | B = -4 | C = 4 | D = -4 | E = 5 | F = -4 | G = -8 | H = -11 | I = -7 | J = -4

Exported bar-delimited: 9 of the compounds above
No. | smiles | TDP2 inh | DDE Tn7 FP inh | PLCg1 inh | ADAM17 inh | SIAE primary | PLC-beta3 inh | ASAP1 GAP inh | ADAM10 inh | DDE Tn6 FP inh | ARFGAP1 inhibitor
16 | Cn1c(SCc2ccc(C#N)cc2)nnc1-c1cccc(Cl)c1 | -15 | 11 | 0 | 3 | -2 | 8 | -2 | 4 | 6 | -1
17 | COc1ccc(C(C)=O)cc1Cn1c(C)c(C(=O)NCc2ccc(C(C)C)cc2)sc1=O | -2 | -3 | -3 | 0 | -12 | -6 | 2 | -3 | 0 | -5
18 | CCc1cc(-c2cnnn2Cc2ccc3ccccc3c2)ccc1-c1cn(CC(C)C)nn1 | -10 | -1 | -2 | 0 | -4 | -2 | 0 | -3 | 0 | 13
19 | CC1CCN(C(=O)c2ccc(NC3=C(Cl)C(=O)N(Cc4ccccc4)C3=O)cc2)CC1 | 1 | -6 | -3 | -5 | -9 | 1 | -6 | -2 | -4 | 3
20 | O=[n+]1cc(-c2ccc(Cl)cc2)n([O-])c2c1CCC2 | 16 | 3 | -2 | -1 | 0 | -3 | -5 | 0 | -6 | 8
21 | C[C@@H]1CN(C(=O)c2cc(COc3cccc(C(F)(F)F)c3)on2)C[C@H](C)O1 | -6 | 3 | -3 | -2 | -1 | -4 | -13 | -4 | 7 | 3
22 | O=C(Cn1c(SCC(=O)N2CCc3ccccc32)nc2ccccc21)NC1CCCC1 | 9 | -3 | 3 | -1 | 3 | 2 | 8 | 1 | -3 | -8
23 | CC(C)=CCNc1ncnc2c1c(C#N)cn2C1OC(CO)C(O)C1O (configuration not stated) | -5 | 1 | -2 | 3 | -1 | -1 | 13 | -10 | 6 | -10
24 | COC(=O)c1c(NC(=O)C(C)C)sc2c1CCN(Cc1ccccc1)C2 | -7 | -4 | 4 | -4 | 5 | -4 | -8 | -11 | -7 | -4
